CAL PDZ FP-1 = untagged CAL PDZ binding inhibitors, primary screen, biochemical, fluorescence polarization, HTS; inhibition, % at 24.9 µM; AID 602252, 2012; 300,000 tested, 0.92% active; Golgi-associated PDZ and coiled-coil motif-containing protein (Homo sapiens), Q9HD26; purified CAL PDZ, TMR-peptide fluorescence polarization, 1 h;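 active = mean inhibition of at least 30% with at least half of replicates also reaching 30%; inconclusive = no clear call, values can overlap the other calls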;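 note: 0% = DMSO neutral control and 100% = excess unlabeled competitor peptide PRC23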
MITF TRPM1 HTS = activators of MITF-driven TRPM1 promoter reporter, primary screen, cell-based, SK-MEL-5, luciferase, single point | 300,000 tested, 0.75% active | activation, % at 12.5 µM | SK-MEL-5 TRPM1-promoter luciferase, 24 h; % of positive control, neutral wells = 0;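 active = mean activation of at least 80% with every replicate also reaching 80%; inconclusive = mean reaches 80% but some replicate falls short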;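 note: 0% = neutral control wells and 100% = parthenolide positive control wells; values of inactives mirror those of a sister screen read the other way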
CAL PDZ FP-2 = CAL PDZ peptide-binding inhibitors, primary screen, biochemical, fluorescence polarization, Cer-tagged CAL PDZ, HTS. inhibition, % at 20 µM. AID 504414, 2011. purified CAL PDZ, TMR-peptide fluorescence polarization, 1 h. Golgi-associated PDZ and coiled-coil motif-containing protein (Homo sapiens), Q9HD26. 330,000 tested, 0.02% active;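 active = highest replicate inhibition of at least 40%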;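 note: plate controls were DMSO neutral control wells for no effect and unlabeled competitor peptide control wells for full effect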
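Material – purified CerCALP PDZ construct · Detection – FP readout, S and P plane fluorescence · Measure – percent inhibition from loss of millipolarization · Controls – unlabelled peptide for full inhibition, DMSO wells as neutral · Probe or stimulus – TMR-labelled reporter peptide T*-PRC34 bound in PDZ groove · Times – 1 h at RT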
AddAB inh = growth inhibition of E. coli expressing H. pylori AddAB, primary screen, AddAB inhibitor project, absorbance | 330,000 tested, 0.29% active | inhibition, % at 11.9 µM | AID 435030, 2010; in the data active = inhibition above about 12%;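 note: 0% = vehicle wells of infected cells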
SR-BI HDL uptake = inhibitors of SR-BI mediated HDL lipid uptake, primary screen, ldlA[mSR-BI] cells, fluorescence, single point; Scavenger receptor class B member 1 (Mus musculus), Q61009; ldlA[mSR-BI] CHO cells, DiI-HDL uptake fluorescence, 3 h; inhibition, % at 12.5 µM; 320,000 tested, 0.96% active; AID 488896, 2010;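 active = mean replicate inhibition of at least 70% and a set share of replicates each scoring 70 or more; inconclusive = meets just one of the two criteria; inactive = fails both criteria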;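 note: 0% = median of neutral control wells and 100% = median of positive control wells; values of inactives mirror those of a sister screen read the other way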
Target sequence (Q61009 whole entry, looked up): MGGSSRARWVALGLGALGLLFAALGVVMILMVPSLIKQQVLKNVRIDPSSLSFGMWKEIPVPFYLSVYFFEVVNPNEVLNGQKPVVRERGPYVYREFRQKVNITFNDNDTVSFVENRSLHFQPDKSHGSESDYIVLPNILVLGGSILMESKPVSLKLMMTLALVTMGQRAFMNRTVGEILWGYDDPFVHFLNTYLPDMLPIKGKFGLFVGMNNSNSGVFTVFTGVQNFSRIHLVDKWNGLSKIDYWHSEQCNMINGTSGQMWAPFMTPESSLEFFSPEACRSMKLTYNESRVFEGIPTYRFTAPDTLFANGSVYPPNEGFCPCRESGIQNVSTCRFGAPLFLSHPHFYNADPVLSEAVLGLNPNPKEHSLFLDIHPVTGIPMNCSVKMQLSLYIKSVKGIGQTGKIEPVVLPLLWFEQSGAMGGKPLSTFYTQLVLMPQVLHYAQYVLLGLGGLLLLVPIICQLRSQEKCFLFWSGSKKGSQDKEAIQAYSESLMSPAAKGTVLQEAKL
Wnt bcat act = Wnt/beta-catenin pathway activators, primary screen, cell-based, plate reader, single point | Wnt/beta-catenin reporter cell assay, activator | activation, % at 9.35 µM | 300,000 tested, 1.2% active | AID 743398, 2014; in the data active = activation above about 30%, passing the limit was not always enough; inconclusive = no clear call, values can overlap the other calls;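 note: 0% = neutral control wells and 100% = positive control wells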
Tat transport = E. coli Tat export inhibitors, primary screen, MC4100, TorA-mCherry reporter, fluorescence, single point; inhibition, % at 10 µM; 340,000 tested, 0.036% active;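 active = mean replicate inhibition at least 50% and at least half of replicates individually reaching 50%; inconclusive = only one of the two criteria met; inactive = neither criterion met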;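 note: exported cargo escapes ClpAP degradation while cytoplasmic cargo is degraded and loses fluorescence; 0% = median of neutral control wells and 100% = median of NaSCN control wells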
Ecoli viability = E. coli V3065 growth inhibition, primary screen, counter-screen for AddAB inhibitor project, absorbance, OD600; 330,000 tested, 0.27% active; 18 h; inhibition, % at 11.9 µM;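 active = inhibition above the campaign's mean inhibition across all tested compounds plus 3 SD, cut at about 9.9% in these data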;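 note: uninfected addAB+ strain grown without phage in ampicillin broth; 0% = DMSO wells and 100% = ciprofloxacin 0.95 µg/ml wells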
phage Ecoli inh = growth loss of phage-infected E. coli, primary screen, RecBCD inhibitor project, absorbance, with phage, HTS | 360,000 tested, 0.26% active | AID 651602, 2012 | inhibition, % at 11.9 µM; in the data active = inhibition above about 11%
SR-BI DiI-HDL act = activators of SR-BI mediated DiI-HDL uptake, primary screen, ldlA[mSR-BI] CHO cells, DiI fluorescence; 3 h; 100 = double the neutral-control signal; 320,000 tested, 0.096% active; activation, % at 12.5 µM;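 active = mean replicate activation of at least 60% and every replicate at or above 60%; inconclusive = mean or all-replicate condition met, but not both; inactive = mean below 60% and not all replicates reaching 60%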;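 note: 0% = median plate neutral-control signal and 100% = twice that signal; values of inactives mirror those of a sister screen read the other way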
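material = CHO ldlA[mSR-BI] cells | medium = Ham's F12 with 0.5% BSA, HEPES 25 mM, pH 7.4 | reagent = fluorescent DiI-HDL, 10 µg/mL final | compound dosing = single-point compound dose | incubation = 3 h, 37 °C | measured by = bottom-read fluorescence, 550/595 nm | measure = HDL uptake via cellular fluorescence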
* hit, by the source's call; u = inconclusive; x = not tested or not shown.

SMILES	CAL PDZ FP-1	MITF TRPM1 HTS	CAL PDZ FP-2	AddAB inh	SR-BI HDL uptake	Wnt bcat act	Tat transport	Ecoli viability	phage Ecoli inh	SR-BI DiI-HDL act
CCC(=O)N1N=C(c2cccc(NS(C)(=O)=O)c2)CC1c1cccs1 (stereo not drawn)	0.2	5.9	-1.5	3.1	-3.2	-2.0	-12.5	-1.2	2.2	3.2
Cc1cccc(C)c1NC(=O)[C@@]1(CC(=O)O)CC(/C=C/c2ccccc2)=NO1	-2.7	-9.5	x	x	-16.3	1.7	-4.0	x	2.3	16.3
CCCNC(=O)C1(CC2CC(c3ccccc3)=NO2)CCN(C(=O)Cc2ccc(F)cc2)CC1 (stereo not drawn)	-3.6	8.5	-0.7	3.9	26.6	0.8	0.9	-2.2	1.6	-26.6
CC(=NNC(=O)c1cccs1)c1ccc2c(c1)OCCO2	2.2	104.6*	0.1	1.0	12.2	u	-5.7	0.8	1.2	-12.2
COC(=O)CC/C(C)=N\Nc1ccc([N+](=O)[O-])cc1[N+](=O)[O-]	2.3	-1.8	0.6	1.4	-5.9	x	-2.1	1.3	0.5	5.9
COc1ccccc1N1CCN(C(=O)c2cc(-c3ccccc3)on2)CC1	-0.8	9.8	-1.4	-0.5	6.5	-0.4	4.3	0.8	1.8	-6.5
COc1ccc(NC(=S)N2CCC(Cc3ccccc3)CC2)cc1	-1.2	-4.8	-2.1	x	-10.0	0.9	7.0	x	3.3	10.0
CCN(CC)CCN(Cc1cc2cc(C)ccc2[nH]c1=O)C(=S)Nc1ccccc1	x	8.7	-1.5	0.3	-18.9	0.9	-4.5	1.4	3.6	18.9
COC(=O)c1ccc(Sc2ccccc2NS(=O)(=O)c2ccc(NC(C)=O)cc2)nc1	-4.4	x	-1.5	2.1	38.3	-0.3	-1.6	-0.2	2.2	-38.3
COc1ccccc1CN(C(=O)Cc1cccs1)C(C(=O)NC1CCCC1)c1ccncc1 (stereo not drawn)	0.1	4.0	-2.7	1.8	-0.7	x	-6.3	0.7	0.8	0.7
O=C(CSc1cccc(C(F)(F)F)c1)N1CCN(S(=O)(=O)c2ccccc2)CC1	-3.9	2.6	-0.4	0.3	2.3	x	4.5	2.2	-1.2	-2.3
O=C(O)/C=C/C(=O)Nc1ccc(O)cc1	-1.8	5.1	0.8	-0.2	x	1.0	-0.8	-1.1	-0.9	x
COc1ccc(CNC(=O)CC(C)S(=O)(=O)c2ccc3c(c2)NC(=O)CO3)cc1 (stereo not drawn)	-0.9	8.1	-0.9	0.2	-16.3	1.8	-1.2	1.8	1.1	16.3
COc1ccc(C(=O)COC(=O)/C=C/c2ccc(S(=O)(=O)Nc3cccc(S(N)(=O)=O)c3)cc2)cc1	-6.4	6.0	-1.6	-0.7	x	-13.7	2.2	-0.8	1.7	x
COc1ccc(OC(=O)c2cn(C)nc2C(F)(F)F)cc1	x	x	-0.6	3.7	3.8	-0.7	-4.2	2.9	4.5	-3.8
CCOC(=O)C1CCN(C(=O)C2CCCN(S(=O)(=O)c3ccc(OCC)c(Cl)c3)C2)CC1 (stereo not drawn)	-3.7	-8.2	-0.5	0.9	13.3	-4.4	13.7	0.9	2.1	-13.3
CCc1ccc(NC(=O)CSc2nc3cc(C(=O)OC)ccc3c(=O)n2Cc2ccco2)cc1	-3.0	x	-0.8	0.2	-30.2	-2.0	2.5	2.8	2.2	30.2
COc1ccccc1Nc1nc(C)cc(C)c1C(N)=O	-0.7	-0.6	-1.3	1.4	24.6	x	-6.3	0.1	2.1	-24.6
Cc1ccc2cc(C#N)c(N3CCCN(C(=O)C4CCCO4)CC3)nc2c1C (stereo not drawn)	-9.5	2.7	-2.4	-2.4	15.2	-2.5	4.2	0.9	1.3	-15.2
CCOP(=O)(OCC)c1ccccc1OCP(C)(=O)COc1ccccc1P(=O)(OCC)OCC	-2.6	-9.1	-1.8	-1.8	14.3	-1.0	0.2	-2.1	-1.0	-14.3
CCC(C)Oc1nc2ccccc2nc1NS(=O)(=O)c1ccccc1 (stereo not drawn)	0.2	x	x	2.4	x	1.3	4.0	-1.8	3.4	x
Cc1ccc(NC(=O)N2CCCC2C(=O)NCc2ccc3c(c2)OCO3)cc1 (stereo not drawn)	-4.0	9.9	-0.5	2.4	x	-2.1	3.3	2.0	-1.0	x
CCNC(=O)c1ccc(NC(=O)CC2SC(N3CCCCC3)=NC2=O)cc1 (stereo not drawn)	-3.4	-4.6	-0.4	1.0	-23.1	1.0	-3.9	-0.5	3.6	23.1
CCN(CCCNC(=O)C1CCN(S(=O)(=O)c2c(C)[nH]c(=O)[nH]c2=O)CC1)c1cccc(C)c1	-2.3	-1.4	-0.1	2.6	-12.6	x	8.2	1.1	x	12.6
CCOC(=O)C1=C(N)OC2=C(C(=O)CCC2)C1c1sccc1C (stereo not drawn)	0.2	-5.3	-0.6	1.8	-19.0	-2.7	-9.2	-0.2	4.0	19.0
O=C(c1c(F)cccc1F)N1CCN(c2ncc(Br)cn2)CC1	-3.9	-0.7	-2.2	0.8	-13.3	-2.7	7.8	0.3	5.1	13.3
COc1ccc(C)cc1S(=O)(=O)n1c([N+](=O)[O-])cnc1C	-0.5	6.6	12.3	2.9	-4.5	1.1	-3.3	0.6	-0.9	4.5
O=C(COC(=O)CSc1ccc2ccccc2c1)NC1CC1	-4.2	8.8	-0.6	3.0	-2.4	x	-8.0	0.3	-0.2	2.4
CC(=O)N1CCc2cc(S(=O)(=O)Nc3ccc(C)cc3C)ccc21	-3.0	-2.0	-0.4	0.7	3.0	0.2	8.6	1.7	1.6	-3.0
Cc1cc2c(c(=O)n1C)C(Cc1ccccc1)C(C#N)=C(N)O2 (stereo not drawn)	-1.0	x	-0.2	0.0	12.5	2.7	0.5	0.1	1.3	-12.5
COc1cc2cnc(-c3ccccc3)c(-c3cccc(C(F)(F)F)c3)c2cc1OC	0.2	8.5	0.5	-1.8	56.3	-7.4	4.6	0.7	1.4	-56.3
Cc1nn(-c2ccc(F)cc2)c(Cl)c1C(=O)N(C)CC(=O)Nc1cccc(F)c1	2.8	-11.2	-1.5	-0.2	36.0	-1.4	-0.6	1.1	0.7	-36.0
COc1ccc(S(=O)(=O)Nc2ccc(S(=O)(=O)N3CCOCC3)cc2)cc1	-17.1	x	-2.7	2.0	-7.8	x	-6.9	1.5	0.0	7.8
CCC(C)NCCOCCOc1ccc(Cl)c(C)c1C (stereo not drawn)	-5.0	-0.3	-2.5	1.6	-8.4	-3.8	9.6	-0.3	2.5	8.4
O=S(=O)(c1ccc(Cl)cc1)N1CCN=C1SCc1ccc(Cl)c(Cl)c1	-1.3	64.5	-2.2	-0.6	-7.4	x	-10.5	0.2	3.5	7.4
Cc1ccc(S(=O)(=O)N2CCN(C(=O)COC(=O)COc3ccc(Br)cc3)CC2)c(C)c1	-3.1	-0.6	-2.0	x	-1.8	-11.5	-3.7	x	4.8	1.8

Given with two lines to a compound: part of the list above.
Order of results – CAL PDZ FP-1	MITF TRPM1 HTS	CAL PDZ FP-2	AddAB inh	SR-BI HDL uptake	Wnt bcat act	Tat transport	Ecoli viability	phage Ecoli inh	SR-BI DiI-HDL act
CC(=O)N1CCc2cc(S(=O)(=O)Nc3ccc(C)cc3C)ccc21
  -3.0	-2.0	-0.4	0.7	3.0	0.2	8.6	1.7	1.6	-3.0
Cc1cc2c(c(=O)n1C)C(Cc1ccccc1)C(C#N)=C(N)O2 (stereo not drawn)
  -1.0	x	-0.2	0.0	12.5	2.7	0.5	0.1	1.3	-12.5
COc1cc2cnc(-c3ccccc3)c(-c3cccc(C(F)(F)F)c3)c2cc1OC
  0.2	8.5	0.5	-1.8	56.3	-7.4	4.6	0.7	1.4	-56.3

Additional compounds follow.
SMILES	CAL PDZ FP-1	MITF TRPM1 HTS	CAL PDZ FP-2	AddAB inh	SR-BI HDL uptake	Wnt bcat act	Tat transport	Ecoli viability	phage Ecoli inh	SR-BI DiI-HDL act
CN(C)S(=O)(=O)c1ccc(C(=O)OCC2COC(C)(C)O2)cc1 (stereo not drawn)	x	-3.1	0.6	0.8	x	28.7	-1.6	-5.1	-1.5	x
C/C(=N\NC(N)=O)c1ccc(Cl)s1	0.2	-19.6	-3.3	1.5	-29.2	0.0	-6.0	0.5	2.5	29.2
CC(C)NC(=O)c1nn2c(C(F)(F)F)cc(-c3ccco3)nc2c1Cl	-0.3	-2.4	-0.8	3.4	13.5	-1.1	-5.3	-1.7	1.5	-13.5
O=C(Nc1nc2c(s1)CCCC2)C1CCCN1C(=O)c1cccs1 (stereo not drawn)	-4.4	10.8	-1.1	-0.2	4.4	x	-2.1	-3.1	2.4	-4.4
COCCCNC(=O)CCn1c(=O)c2ccccc2n(CC(=O)Nc2ccc(C)cc2C)c1=O	-2.9	-6.4	0.9	5.2	16.3	x	-3.0	-0.7	2.0	-16.3
Cc1ccc(S(=O)(=O)NCCC(=O)NNc2c(F)c(F)cc(F)c2F)cc1	-1.6	0.0	0.5	0.2	-4.5	0.0	-2.5	0.4	2.3	4.5
O=c1cc(-c2ccccc2)nc2nc[nH]n12	0.9	14.7	-1.3	2.9	-5.8	-3.4	0.1	-1.6	2.9	5.8
CC(C)(C)c1cccc(P(=O)(c2ccccc2)c2ccccc2)c1O	-0.7	-3.6	-1.7	2.3	-15.8	1.2	-3.1	-1.0	-0.3	15.8
O=C(Nc1ccccc1C(=O)Nc1ccccc1)c1cccs1	-5.4	2.8	0.8	0.1	5.8	2.1	8.6	-2.7	0.7	-5.8
CCCn1c(N2CCN(C(=O)NCc3ccccc3)CC2)nc2ccccc21	0.4	-3.2	0.1	2.5	55.7	7.4	3.1	2.1	2.1	-55.7
Clc1ccc2nnnc(-c3ccccc3)c2c1	-2.9	7.0	-0.4	4.0	-22.3	16.1	-1.1	-0.7	3.4	22.3
Cc1c(C(=O)N(C)CCc2cnn(C)c2)oc2c(F)cccc12	-2.4	12.1	-0.9	2.1	11.4	6.4	1.8	1.2	3.5	-11.4
CC(c1ccco1)N(C(=O)c1cccc(S(=O)(=O)N(C)C)c1)c1ccccn1 (stereo not drawn)	-0.8	2.6	0.3	3.6	-2.8	1.0	7.2	1.8	-0.5	2.7
Cc1c(C)n(C(=O)CSc2nncn2C)c2ccccc12	-4.1	-3.4	-0.9	-0.9	10.5	x	-14.8	0.7	2.6	-10.5

High-throughput results as filed in PubChem.
